Wee1 stabilizer – human Wee1 degradation inhibition, primary screen | P30291 | reporter increase, % at 5 µM | AID 1321 | HeLa Luc-Wee1K328M stability, luciferase luminescence; 100% = proteasome inhibitor MG132 effect | 1.2% of 220,000 active;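 active = activation above the mean of all tested compounds plus 3 SD, set per screening run, cut at about 8.8% in these data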;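 note: cells exposed to compound for 20 h before luminescence read; 0% = DMSO alone and 100% = MG132 at 30 µM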
Target sequence (P30291 whole entry K328M): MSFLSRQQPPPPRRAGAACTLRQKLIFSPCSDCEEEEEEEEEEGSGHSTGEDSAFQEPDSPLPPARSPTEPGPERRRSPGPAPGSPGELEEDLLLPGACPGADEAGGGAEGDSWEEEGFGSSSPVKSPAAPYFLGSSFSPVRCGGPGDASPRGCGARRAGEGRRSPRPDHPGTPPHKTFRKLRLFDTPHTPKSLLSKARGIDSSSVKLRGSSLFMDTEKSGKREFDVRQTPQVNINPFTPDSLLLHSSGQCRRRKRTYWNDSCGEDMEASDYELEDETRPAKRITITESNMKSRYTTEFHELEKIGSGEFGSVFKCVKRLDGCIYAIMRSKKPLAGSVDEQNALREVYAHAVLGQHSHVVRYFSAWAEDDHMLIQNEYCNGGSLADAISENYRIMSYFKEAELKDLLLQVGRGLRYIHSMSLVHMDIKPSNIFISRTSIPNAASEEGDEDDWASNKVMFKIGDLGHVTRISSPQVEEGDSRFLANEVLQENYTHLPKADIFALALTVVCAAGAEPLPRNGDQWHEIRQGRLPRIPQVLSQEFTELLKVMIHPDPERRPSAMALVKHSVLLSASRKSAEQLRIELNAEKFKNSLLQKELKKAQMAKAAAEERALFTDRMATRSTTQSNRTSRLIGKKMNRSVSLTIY
Thrombin inh – inhibitors of human thrombin | P00734 | alpha-thrombin, Boc-VPR-AMC fluorogenic substrate cleavage | inhibition, % at 5 µM | 0.26% of 220,000 active | AID 1046;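 active = inhibition at or above 40%; inactive = inhibition below 40%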;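 note: 0% = enzyme with no compound and 100% = wells without enzyme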
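Material: Human alpha-thrombin protein | Buffer or medium: pH 7.5 Tris-saline with Tween 20 | Reagent: Boc-VPR-AMC substrate, 15 µM final | Schedule: Reaction at ambient temperature | Detection: AMC fluorescence at 355 nm excitation and 460 nm emission | Evaluation: Percent inhibition scaled between no-compound controls and no-enzyme blanks | Controls: no-compound enzyme wells and no-enzyme blanks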
p97 ATPase inh – human p97 ATPase inhibition; recombinant p97 ATPase, Kinase-Glo ATP luminescence, 3 h; inhibition, % at 8 µM; P55072; AID 1481; 0.42% of 220,000 active; in the data active = inhibition above about 15%;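 note: 0% = DMSO vehicle and 100% = wells lacking enzyme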
KCC2 mod – KCC2 (human) Cl- transport modulation | KCC2 cells, thallium flux FluoZin-2 fluorescence | B-score of Tl+ flux slope (higher = more flux/activation; lower = inhibition) at 10 µM | 2.2% of 190,000 active | AID 1456;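 active = thallium flux slope and its plate-corrected score both differing from the plate sample mean at a set confidence after two filtering rounds, in either direction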;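 note: slope of fluorescence scaled to starting intensity during 10 to 20 s after thallium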
Furin inhibitor – human furin inhibition | P09958 | purified furin, fluorogenic substrate cleavage | inhibition, % at 30 µM | AID 463115 | 0.061% of 220,000 active; in the data active = inhibition above about 25%; note: inactives centre near -15
FXIa inh – blocks human coagulation factor XIa protease activity; purified FXIa, Boc-Glu-Ala-Arg-AMC fluorogenic substrate; inhibition, % at 5 µM; 0.14% of 220,000 active; AID 798;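 active = inhibition of at least 40%; inactive = inhibition below 40%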;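 note: fluorescence of freed AMC excited at 355 nm; 0% = enzyme without compound and 100% = no enzyme blank; many of its hits are not listed in these tables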
hK5 inh – blocks human kallikrein 5 protease activity. inhibition, % at 5 µM. 0.59% of 210,000 active. recombinant hK5, fluorogenic AMC substrate cleavage. Q9Y337;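 active = inhibition of 40% or more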;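 note: 0% = enzyme controls without compound and 100% = no-enzyme blanks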
Target sequence (Q9Y337 67-293 limits assumed): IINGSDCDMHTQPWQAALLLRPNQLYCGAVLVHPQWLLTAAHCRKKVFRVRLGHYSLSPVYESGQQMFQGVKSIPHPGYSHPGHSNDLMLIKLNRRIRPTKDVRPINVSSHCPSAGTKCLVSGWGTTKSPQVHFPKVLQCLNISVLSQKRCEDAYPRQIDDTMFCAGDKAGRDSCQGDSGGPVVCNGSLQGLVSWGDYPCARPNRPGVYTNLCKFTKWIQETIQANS
PERK inhibitor – human PERK inhibition, primary cell-based screen; CHO PERK-DD fusion, SEAP luminescence translation reporter; inhibition, % at 5.6 µM; 0.17% of 220,000 active;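 active = inhibition above the mean inhibition of all tested compounds plus 3 SD, set separately per screening campaign, cut at about 2.9% in these data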;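 note: PERK kinase domain activated by AP20187 dimerizer at 100 nM; 0% = DMSO with dimerizer and 100% = rapamycin at 8.4 µM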
FXIIa inh – inhibitors of human coagulation factor XIIa. P00748. purified FXIIa, Boc-QGR-AMC fluorogenic substrate, 2 h. inhibition, % at 5 µM. 0.3% of 220,000 active. AID 800; in the data active = inhibition above about 40%;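 note: 0% = enzyme with no compound and 100% = blank without enzyme; many of its hits are not listed in these tables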
* marks the source's active call; other numbers are inactive results; i = inactive; x = no result given; [ ] = remark or other dose.

SMILES	Wee1 stabilizer	Thrombin inh	p97 ATPase inh	KCC2 mod	Furin inhibitor	FXIa inh	hK5 inh	PERK inhibitor	FXIIa inh
CCC(=O)NC(c1ccco1)c1cc(Cl)c2cccnc2c1O (centres undefined)	1	-5	4	0.69	-23	1	-9	0.7	7
CCOc1cc(/C=N/NC(=O)CN2CCOCC2)ccc1OCc1ccccc1	0	-1	-1	-0.25	-19	7	-16	0.5	11
CC(C)SC1=NC(C)(C)C=C(/C=C/c2c(Cl)cccc2Cl)N1	-1	-3	4	-4.6	-25[20 µM]	-6	-6	-1.0	-1
COCCOc1ccc(C(F)(F)F)cc1N	-2	-1	2	0.14	0	-5	8	-0.4	3
COC(=O)Nc1nn(-c2ccc(Cl)cc2)c(=O)c(C#N)c1C	-2	-5	5	-1	-10	-4	-7	1.1	6
Cc1ccc(C)c(NC(=O)C2CC=CCC2C(=O)O)c1 (centres undefined)	-3	-10	2	-5.1	-20	4	-19	1.8	1
CC1(C)Cc2ccccc2C(N)=C1C#N	1	3	-4	-0.15	-15[20 µM]	-50	-19	-0.8	6
COCCn1nnnc1CN(Cc1ccco1)Cc1cc2cc3c(cc2[nH]c1=O)OCO3	2	-4	6	x	-21[20 µM]	-4	-23	0.8	8
COc1cc2cc(CN(CCc3cccc(C)c3)C(=S)NCCCN(C)C)c(=O)[nH]c2cc1OC	1	-3	-2	1.5	-31	2	-4	0.1	10
Cc1ccc(OCCCC(=O)Nc2nc3ccccc3[nH]2)cc1	0	-22	-3	-0.016	-12	-5	0	0.7	7
O=C(O)c1cc(/C=C/c2ccc(N3CCOCC3)c([N+](=O)[O-])c2)nc2ccccc12	-2	-6	-3	0.09	-24	1	-2	-0.2	13
COc1ccc(NCc2ccc(OC)c(OC)c2)cc1	1	-5	1	x	-30	-5	9	0.1	6
Cc1nc2nc(-c3ccc(Cl)cc3)cn2nc1C	-1	-11	-2	x	-15[20 µM]	-11	-10	-0.2	-6
c1ccc(OCCSc2nnc3sc4ccccc4n23)cc1	-3	-6	-3	-2.1	-20	8	-2	-0.6	4
Cc1ccc(C)c(NC(=O)CSc2nnc(Cc3cccn3C)n2-c2ccc(F)cc2)c1	-1	-4	-8	1.6	-6	3	0	-0.9	12
O=C(c1cnn2c(C(F)(F)F)cc(-c3ccccc3)nc12)N1CCOCC1	-2	-6	2	0.012	-4	1	2	-0.2	5
Cc1ccccc1NC(=O)NNC(=O)OC(C)(C)C	-4	-5	2	0.021	-11	-3	-8	0.2	9
O=C(NCc1cccc(Cl)c1)c1cnn2c1NC(c1ccco1)CC2C(F)(F)F (centres undefined)	-1	-2	-2	x	-16[20 µM]	-16	-33	-2.1	6
O=C(CCc1ccccc1)NNC(=O)c1ccco1	1	0	-2	x	-20[20 µM]	0	5	1.4	3
CN(C)CCn1c(=S)[nH]c2ncccc2c1=O	-1	-3	-5	2.1	-1	-7	-13	-0.2	-3
COc1ccc(OC)c(C(c2nnnn2C2CCCC2)N2CCN(c3ccccc3)CC2)c1 (centres undefined)	-1	-4	-1	-3.1	1	-8	2	-0.5	8
COc1ccc(C2CC(=O)Nc3n[nH]c(-c4ccccc4)c32)cc1OC (centres undefined)	3	-1	7	0.83	-15	-3	1	0.1	8
Cc1ncc(CC(=O)n2cc(C(=O)c3cc(Cl)ccc3O)cn2)s1	-3	1	1	-2.5	-9	-11	-24	-0.2	8
CCCCOC(=O)c1cc(=O)[nH]c2ccc(C)cc12	1	-3	-1	-1.8	-29	-1	1	0.6	6
O=C(COC(=O)C1CCN(S(=O)(=O)c2cccs2)CC1)c1ccc2c(c1)OCCO2	2	6	2	x	-9	14	-4	1.3	31
CN(C)c1ccc(/C=C/C(=O)c2cccc(Br)c2)cc1	3	7	2	x	-3[20 µM]	8	8	0.2	11
COc1ccc(NS(=O)(=O)c2ccc(N3CCOCC3)c(NC(=O)c3ccccc3Cl)c2)cc1	-4	-12	-1	-0.45	1	2	-15	-0.9	3
COc1ccc2oc(C(=O)NN3C(C)CCCC3C)c(C)c2c1 (centres undefined)	0	-7	6	-0.49	1	-4	-4	0.0	1
CCCOc1cc(C)c(Cl)cc1S(=O)(=O)N(CC)CC	-2	-3	-1	0.46	-16[20 µM]	6	-11	0.1	12
CCOC(=O)c1cc(C)nc(S(C)(=O)=O)c1C#N	-3	-7	7	x	-21	0	-4	2.4	3
CN(C)c1nc2c(c(=O)[nH]c(=O)n2C)n1Cc1ccccc1Br	-2	1	-2	x	-11	2	-9	-1.0	6
Cc1ccc(C)c(OCC(=O)Nc2ccc3c(c2)OCO3)c1	-2	-4	-2	1	-13	3	3	0.9	10
COc1ccc(N(CC(=O)NCCSCc2c(F)cccc2Cl)S(C)(=O)=O)cc1OC	-1	4	2	x	-29[20 µM]	8	-13	-1.1	20
OCCNc1nc(-c2ccccc2)c2cc(Cl)ccc2n1	0	-13	0	0.64	-21	-1	1	-0.3	12
O=C(/C=C/c1cccc(F)c1)N1CCc2ccccc21	-2	-6	2	-0.23	-23	4	-13	0.3	7
CCOC(=O)c1nn(-c2ccccc2C)c(=O)c2c(N)scc12	-2	13	-2	0.26	-23	-1	-1	1.2	6
CCOC(=O)/C(C#N)=N/Nc1ccc(S(=O)(=O)N2CCc3ccccc32)cc1	4	-6	2	-2.3	-11	-9	-4	0.1	4
N#Cc1nc(COc2ccc(Br)cc2)oc1N1CCCCCC1	0	-3	-12	x	-11	19	-19	-1.4	26
Cc1cc(Cl)c(S(=O)(=O)N2CCCCCC2)cc1OCC(=O)NC1CCCCC1	-3	-5	-2	-0.041	-17[20 µM]	-5	-6	-1.2	7
CS(=O)(=O)N(CC(=O)Nc1cc(Cl)ccc1Cl)c1ccccc1Cl	0	-14	0	-0.17	-9[20 µM]	-2	-25	0.2	2
CCn1c(COc2ccc3c(c2)CCCC3)nnc1SCC(=O)Nc1nccs1	-2	1	-1	0.49	-9[20 µM]	7	-16	0.2	19
CCC(=O)NC1=C(NC(C)c2ccccc2)C(=O)c2ccccc2C1=O (centres undefined)	0	-2	-6	-1	-4[20 µM]	5	-13	-0.5	2
CC1Cc2ccccc2N1C(=O)CO/N=C/c1ccc(OC(F)F)cc1 (centres undefined)	-1	-1	-7	-2.4	-8	16	-7	1.2	7
CCOP(=O)(OCC)C(Nc1ccccc1)c1cccnc1 (centres undefined)	2	-2	6	i	-18	-1	1	0.9	1
O=C(NCc1ccc(F)cc1)Nc1cccc([N+](=O)[O-])c1	0	-3	3	-0.15	-8	-8	-9	0.3	2
COc1cccc(-n2nnnc2SCC(=O)NCCc2ccccc2)c1	-1	16	-4	-2	-1	0	-10	0.0	16
O=C(CNC(=O)/C=C/c1ccccc1)N=Nc1c(O)n(Cc2ccccc2)c2ccccc12	-1	4	5	0.16	-13	1	-1	0.8	5
COCCN1Cc2cccc(C(=O)N3CCN(c4ccccc4)CC3)c2C1=O	-2	4	0	x	-16[20 µM]	1	-7	1.1	17
NS(=O)(=O)c1ccc(NNC(=O)c2sccc2Cl)cc1	1	30	-6	0.76	-4	22	29	1.4	41*
Cc1cc(C)n(-c2nc(SCC(=O)O)c3c4c(sc3n2)CCCC4)n1	-2	0	6	5.7	-15	-5	-5	0.1	5
C=CCNC(=S)N1CCN(C2CCCCC2)CC1	1	2	2	1.3	-24	-2	-1	0.7	12
COC(=O)c1c(C)[nH]c(C(=O)C(C)Sc2nnc(-c3cc(OC)c(OC)c(OC)c3)o2)c1C (centres undefined)	-2	-8	2	-1	-13	-4	-21	-0.6	7
O=C1c2ccccc2C(=O)N1OCc1ccc(Cl)cc1	0	-5	5	0.37	-6[20 µM]	-2	-6	0.1	8
NS(=O)(=O)c1ccc(NC(=O)COC(=O)C2CCCCC2)cc1	1	-4	1	-0.42	-8	-10	-29	1.3	-9
CC(=O)c1c(C)[nH]c(C(=O)CSc2nnc(C)s2)c1C	-1	40	-3	0.046	-13	28	52*	0.8	25
O=C(c1ccc2c(c1)OCO2)N(Cc1ccco1)C1(C(=O)NC2CCCCC2)CCCCC1	0	-3	-9	-0.79	-1[20 µM]	-10	-4	-0.9	-2
CCOC(=O)c1nn(-c2ccc(Cl)cc2)c2nc(Nc3ccccc3)cc(=O)n12	-1	1	-6	1.7	-13[20 µM]	1	-5	-1.3	4
CCN(CC)S(=O)(=O)c1cc(OC)c(Cl)cc1Cl	0	-4	-1	0.43	-6[20 µM]	-3	-5	1.5	4
Cc1nc2ccc(F)cc2cc1C(=O)NC(C)C	0	4	-1	-0.85	-18	21	-9	1.1	32
CC(=O)c1ccc(N2CCN(C(=O)c3cc(-c4cccnc4)nc4ccc(Br)cc34)CC2)cc1	-2	-5	0	0.26	-5	-3	-1	-0.5	4

4 structures out of the list, sorted by formula weight, low to high.
SMILES	Wee1 stabilizer	Thrombin inh	p97 ATPase inh	KCC2 mod	Furin inhibitor	FXIa inh	hK5 inh	PERK inhibitor	FXIIa inh
CCCCOC(=O)c1cc(=O)[nH]c2ccc(C)cc12	1	-3	-1	-1.8	-29	-1	1	0.6	6
NS(=O)(=O)c1ccc(NNC(=O)c2sccc2Cl)cc1	1	30	-6	0.76	-4	22	29	1.4	41*
O=C(COC(=O)C1CCN(S(=O)(=O)c2cccs2)CC1)c1ccc2c(c1)OCCO2	2	6	2	x	-9	14	-4	1.3	31
COc1cc2cc(CN(CCc3cccc(C)c3)C(=S)NCCCN(C)C)c(=O)[nH]c2cc1OC	1	-3	-2	1.5	-31	2	-4	0.1	10

Further entries.
SMILES	Wee1 stabilizer	Thrombin inh	p97 ATPase inh	KCC2 mod	Furin inhibitor	FXIa inh	hK5 inh	PERK inhibitor	FXIIa inh
C/C(=N\Nc1cccc(C(=O)O)c1)c1cc2ccccc2o1	1	-2	5	0.017	-17	0	2	-0.1	x
O=C(/C=C/c1cn(CC(O)CN2CCCCC2)c2ccccc12)c1ccccc1 (centres undefined)	0	0	12	0.18	-8	-7	-4	-0.3	7
COc1cccc(-c2nnc3sc(-c4ccccn4)nn23)c1	-2	-4	2	-0.12	-21	1	-25	-0.3	12
Cc1ccc(N(CC(=O)NN=C2CCN(C)CC2)S(=O)(=O)c2ccccc2)c(C)c1	-2	1	6	0.22	-10	3	-21	0.1	9
COc1ccc(OCCn2c(=N)n(CCO)c3ccccc32)cc1	3	-7	3	0.72	-20	-11	-1	0.1	-7
CC1=NNC(=O)C1CCC(=O)N/N=C/c1ccc(Cl)cc1 (centres undefined)	-1	-5	4	x	-20	0	-5	0.5	12
CCCOc1ccc(/C=C/C(=O)Nc2ccc([N+](=O)[O-])cc2C)cc1	-1	5	-2	0.0018	1	2	-3	0.2	20
CSc1c(-c2ccccn2)c(N)nn1C(=O)C1CC1	-2	-3	6	0.44	-18	5	4	0.9	6
COCCn1nnnc1C(c1ccc(OC)cc1OC)N1CCN(c2ccccc2F)CC1 (centres undefined)	2	5	-1	-1.4	-37	14	-4	0.0	23
COc1cc(OC)nc(Oc2cc(/C=N/O)ccc2OC)n1	4	-7	0	-1.2	-26	-2	15	-0.4	6
O=S(=O)(c1ccccc1)c1nc(-c2cccs2)oc1NCCCn1ccnc1	4	1	1	0.00079	-7[20 µM]	5	-22	0.0	9
O=C(Cc1ccc(Cl)cc1)Nc1ccc(N2CCCC2)cc1	0	-5	-2	x	-23[20 µM]	-8	-8	0.5	-3
C=CCc1cccc2cc(C(=O)NC)c(=O)oc12	3	2	7	-0.17	-15[20 µM]	5	-7	1.4	15
O=C(CNCc1ccccc1)Nc1ccccc1-c1ccccc1	3	-9	-1	0.013	-17	4	-9	-0.2	14

An unsorted share of the library; about 4.4% have a hit in one of these screens.
